# NR5A2 inv ag: inverse agonists of human LRH-1 (NR5A2); inhibition, % at 3.6 µM; O00482; HEK293T StAR-luciferase reporter, LRH-1 transfected, 24 h; 0.13% of 360,000 active;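 active means inhibition above the mean inhibition of all tested compounds plus 3 SD, cut at about 73% in these data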;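 further: 0% = DMSO wells and 100% = reporter-only cells lacking LRH-1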
# Target sequence (O00482 whole entry, looked up): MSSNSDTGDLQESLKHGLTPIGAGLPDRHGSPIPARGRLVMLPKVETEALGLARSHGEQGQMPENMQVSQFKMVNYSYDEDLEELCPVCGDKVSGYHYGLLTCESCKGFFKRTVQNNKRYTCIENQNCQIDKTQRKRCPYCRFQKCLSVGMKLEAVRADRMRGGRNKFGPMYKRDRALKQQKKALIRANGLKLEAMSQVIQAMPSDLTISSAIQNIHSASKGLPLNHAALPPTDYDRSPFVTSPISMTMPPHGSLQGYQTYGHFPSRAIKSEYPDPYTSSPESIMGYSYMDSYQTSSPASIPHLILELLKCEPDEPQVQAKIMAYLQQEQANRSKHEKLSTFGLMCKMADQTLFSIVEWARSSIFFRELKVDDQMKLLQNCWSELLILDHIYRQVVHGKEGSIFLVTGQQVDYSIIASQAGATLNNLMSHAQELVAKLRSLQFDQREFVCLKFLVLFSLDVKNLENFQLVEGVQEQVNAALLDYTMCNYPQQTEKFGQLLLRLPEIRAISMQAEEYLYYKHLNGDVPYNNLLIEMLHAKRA
# TLR9-MyD88 block: inhibitors of human TLR9-MyD88 binding. Q9NR96+Q99836. CHO BLA complementation TLR9-MyD88, CCF4 FRET ratio. inhibition, % at 4.98 µM. 0.21% of 340,000 active;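 active means inhibition above the mean over all tested compounds plus 3 SD, cut at about 21% in these data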;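 further: 0% = DMSO only wells and 100% = clavulanate BLA inhibitor control wells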
# NCOA2 inhibitor: inhibits human steroid receptor coactivator 2. Q15596. HEK293 GAL4-SRC2 luciferase reporter, luminescence. inhibition, % at 9 µM. 0.17% of 370,000 active. AID 651957;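 active means inhibition above the mean inhibition of all tested compounds plus 3 SD, set per campaign, cut at about 52% in these data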;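 further: 0% = DMSO treated cells and 100% = cells given Gossypol at 36 µM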
# NOD2-RIPK2 inh: blocks binding of human NOD2 to RIPK2. CHO BLA complementation NOD2-RIPK2, CCF4 ratio. inhibition, % at 4.98 µM. 0.38% of 360,000 active; in the data active means inhibition above about 21%;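 further: 0% = vehicle only and 100% = reference blocker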
# SRC3 inh: inhibits human SRC3 coactivator. HEK293 GAL4-SRC3 luciferase reporter, luminescence. inhibition, % at 3.6 µM. 0.17% of 360,000 active;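 active means inhibition above a per-campaign cutoff, the mean of all compounds plus 3 SD, cut at about 60% in these data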;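 further: 0% = DMSO-treated cells and 100% = gossypol-treated cells at 36 µM; higher means less SRC3-driven luciferase light from the GAL4 reporter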
# NR2F2 inh: inhibitors of human COUP-TFII (NR2F2). P24468. HEK293T NGFI-A luciferase reporter, luminescence. inhibition, % at 8.6 µM. 0.7% of 370,000 active;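 active means inhibition above a per-plate cutoff, mean inhibition of test wells between control levels plus 3 SD, cut at about 38% in these data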;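 further: cells cotransfected with COUP-TFII expression vector driving the NGFI-A reporter; 0% = median of COUP-TF2 test wells and 100% = reporter-only cells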
# Target sequence (P24468 whole entry, looked up): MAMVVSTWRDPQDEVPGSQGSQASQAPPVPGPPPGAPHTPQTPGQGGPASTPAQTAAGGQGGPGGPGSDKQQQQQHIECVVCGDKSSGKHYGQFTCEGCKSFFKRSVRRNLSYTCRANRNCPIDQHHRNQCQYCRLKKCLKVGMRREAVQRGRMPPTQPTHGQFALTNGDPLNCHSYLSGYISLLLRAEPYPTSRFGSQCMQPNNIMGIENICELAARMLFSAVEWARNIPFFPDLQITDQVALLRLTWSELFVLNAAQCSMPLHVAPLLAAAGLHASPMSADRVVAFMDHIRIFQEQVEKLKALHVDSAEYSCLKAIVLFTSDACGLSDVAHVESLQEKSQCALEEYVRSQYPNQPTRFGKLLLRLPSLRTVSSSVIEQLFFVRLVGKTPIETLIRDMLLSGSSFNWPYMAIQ
# TRAIL sens C8: sensitizes caspase-8 expressing cells to TRAIL; NB7+C8 cells + TRAIL, ATPlite viability luminescence; inhibition (viability loss, TRAIL sensitization), % at 10 µM; 1% of 360,000 active;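 active means compounds causing at least 50% loss of cell viability in the single-dose screen, relative to plate controls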
# TROY NFkB inh: TROY signaling inhibition | Q293 LMP1-TROYcd NF-kB luciferase reporter, 4 h | inhibition, % at 10 µM | 0.98% of 360,000 active | AID 1347056;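 active means compounds whose plate-normalised and pattern-corrected inhibition of the luciferase reporter signal at the single screening dose is 50% or more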
# LMP1 NFkB inh: Epstein-Barr LMP1 NF-kappaB reporter inhibition | LMP1-induced NF-kappaB luciferase reporter cells, luminescence | inhibition, % at 12.5 µM | 0.69% of 350,000 active; in the data active means inhibition above about 41%;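 further: 0% = neutral control wells and 100% = reference inhibitor control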
# TWEAK Fn14 block: TWEAK-Fn14 signaling inhibition | TWEAK-stimulated Fn14 reporter cells, luciferase luminescence, 8 h | inhibition, % at 10 µM | 2% of 360,000 active | AID 1159606; in the data active means inhibition above about 50%
# NCOA1 inh: human NCOA1 inhibition | HEK293 GAL4-SRC1 luciferase reporter, luminescence | inhibition, % at 3.6 µM | 0.12% of 360,000 active | AID 588354;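 active means inhibition above the campaign mean plus 3 SD, with each screening campaign given its own cutoff, cut at about 60% in these data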;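 further: 0% = DMSO treated cells and 100% = gossypol at 36 µM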
# Starred values were filed as active, the others as inactive; . = no result given. Only part of the results is shown, so the mix of outcomes need not match the whole.
# Value order: NR5A2 inv ag, TLR9-MyD88 block, NCOA2 inhibitor, NOD2-RIPK2 inh, SRC3 inh, NR2F2 inh, TRAIL sens C8, TROY NFkB inh, LMP1 NFkB inh, TWEAK Fn14 block, NCOA1 inh
CCOc1ccccc1N1CC(C(=O)N(Cc2nnc(-c3ccccc3Cl)o2)C2CC2)CC1=O (stereo not drawn)
  -5, -15, 3, 0, 12, -9, 18, -5, 8, -6, -7
O=C(O)c1cccc(Cn2cc(Br)cn2)c1
  -11, 2, -4, -4, 0, -3, -3, 0, -1, -2, 4
O=C(O)C1CC1C(=O)Nc1cc(F)ccc1F (stereo not drawn)
  -1, 1, 1, -7, 11, 16, 0, -9, -10, -4, -47
CSc1nsc(SCC(=O)N2CCc3ccccc32)n1
  -17, 6, 9, -6, 9, -3, 0, -28, 5, -62, -22
O=C(O)c1cc2n(n1)C(C(F)(F)F)CC(c1ccccc1)N2 (stereo not drawn)
  -11, -3, -33, -5, 8, 9, 5, 7, -5, -2, -8
CCCCN1C[C@H](Cc2ccccc2)[C@@H](CC(=O)Nc2ccc(OC)cc2)C1=O
  -20, 7, -48, -8, -1, 10, -16, 2, 5, 5, -1
CC(=O)c1ccc(NC(=O)C[n+]2cccc(C)c2)cc1
  0, -8, -3, 4, -3, 2, -8, 5, 11, 2, 4
CCOC(=O)C1=C(C)NC2=C(C(=O)c3ccccc32)C1c1cccnc1 (stereo not drawn)
  -11, -9, 22, -13, 1, 2, 9, -7, 5, 10, -1
CSc1ccc(C(=O)C2CCCN(C(=O)c3ccc4c(c3)no[n+]4[O-])C2)cc1 (stereo not drawn)
  -9, -1, -6, -7, 8, -10, 2, -13, -9, 23, -24
COCc1cn(CC(=O)c2sc(NC(=O)C(C)(C)C)nc2C)nn1
  -21, ., 33, -1, ., 12, -13, -4, ., 18, .
CCOC(=O)C1CCN(C(=O)c2n[nH]c(=O)c3ccccc23)CC1
  -18, -4, -21, 3, 9, 1, -17, 3, 4, 0, 0
COc1ccc(CN2CCCC(C(=O)N3CCCCC3)C2)cc1 (stereo not drawn)
  8, 3, -30, -11, -26, -19, 6, 24, 11, 1, -35
O=C(NCC(c1cccnc1)N1CCOCC1)NC1CCCCC1 (stereo not drawn)
  8, -1, -13, -11, 3, -7, 7, -5, -1, -11, 10
CSc1ncccc1C(=O)OCC(=O)N(CC(C)C)C1CCS(=O)(=O)C1 (stereo not drawn)
  15, -1, 3, -3, 2, 15, 0, -41, -6, 5, -31
COc1ccc(S(=O)(=O)CC2(O)CCN(C(=O)CC(C)C)CC2)cc1
  -3, -5, 7, -8, -3, -3, -5, -2, 3, -6, -15
CCOC(=O)N1CCC(n2c(SCC(=O)N3CCC(C)CC3)nc3ccccc3c2=O)CC1
  10, 0, -2, -8, 29, 27, 21, 17, -6, 40, 22
O=C(CCn1c(=O)oc2ccccc21)NCc1ccco1
  -1, -1, -9, 2, -5, 7, -6, 12, 6, 0, 7
COCCN1CCN(C(=O)C2CCC(=O)N(Cc3ccccc3OC)C2)CC1 (stereo not drawn)
  -2, -13, -9, -6, -3, -7, 5, -10, 1, -7, 12
COC(=O)C1CCN(C(=O)COC(=O)CC(NC(N)=O)c2ccc(Cl)cc2)CC1 (stereo not drawn)
  0, 10, 16, 9, -3, 7, -23, 1, -6, 4, 2
O=C(CSc1ccc(Cl)cc1)NCc1ccco1
  -9, -4, -9, 6, -13, -2, -3, -17, -2, -12, -10

# 12 structures out of the list, arranged by SMILES length, rising.
# Value order: NR5A2 inv ag, TLR9-MyD88 block, NCOA2 inhibitor, NOD2-RIPK2 inh, SRC3 inh, NR2F2 inh, TRAIL sens C8, TROY NFkB inh, LMP1 NFkB inh, TWEAK Fn14 block, NCOA1 inh
O=C(O)c1cccc(Cn2cc(Br)cn2)c1
  -11, 2, -4, -4, 0, -3, -3, 0, -1, -2, 4
O=C(O)C1CC1C(=O)Nc1cc(F)ccc1F (stereo not drawn)
  -1, 1, 1, -7, 11, 16, 0, -9, -10, -4, -47
CSc1nsc(SCC(=O)N2CCc3ccccc32)n1
  -17, 6, 9, -6, 9, -3, 0, -28, 5, -62, -22
O=C(CCn1c(=O)oc2ccccc21)NCc1ccco1
  -1, -1, -9, 2, -5, 7, -6, 12, 6, 0, 7
CC(=O)c1ccc(NC(=O)C[n+]2cccc(C)c2)cc1
  0, -8, -3, 4, -3, 2, -8, 5, 11, 2, 4
O=C(O)c1cc2n(n1)C(C(F)(F)F)CC(c1ccccc1)N2 (stereo not drawn)
  -11, -3, -33, -5, 8, 9, 5, 7, -5, -2, -8
COCc1cn(CC(=O)c2sc(NC(=O)C(C)(C)C)nc2C)nn1
  -21, ., 33, -1, ., 12, -13, -4, ., 18, .
COCCN1CCN(C(=O)C2CCC(=O)N(Cc3ccccc3OC)C2)CC1 (stereo not drawn)
  -2, -13, -9, -6, -3, -7, 5, -10, 1, -7, 12
CSc1ncccc1C(=O)OCC(=O)N(CC(C)C)C1CCS(=O)(=O)C1 (stereo not drawn)
  15, -1, 3, -3, 2, 15, 0, -41, -6, 5, -31
COC(=O)C1CCN(C(=O)COC(=O)CC(NC(N)=O)c2ccc(Cl)cc2)CC1 (stereo not drawn)
  0, 10, 16, 9, -3, 7, -23, 1, -6, 4, 2
CCOC(=O)N1CCC(n2c(SCC(=O)N3CCC(C)CC3)nc3ccccc3c2=O)CC1
  10, 0, -2, -8, 29, 27, 21, 17, -6, 40, 22
CCOc1ccccc1N1CC(C(=O)N(Cc2nnc(-c3ccccc3Cl)o2)C2CC2)CC1=O (stereo not drawn)
  -5, -15, 3, 0, 12, -9, 18, -5, 8, -6, -7

# (listing goes on)
# Value order: NR5A2 inv ag, TLR9-MyD88 block, NCOA2 inhibitor, NOD2-RIPK2 inh, SRC3 inh, NR2F2 inh, TRAIL sens C8, TROY NFkB inh, LMP1 NFkB inh, TWEAK Fn14 block, NCOA1 inh
O=C(Oc1cccc2ccccc12)c1ccccc1
  -11, 1, -3, 6, -5, 2, 2, -64, -9, -51, -10
Cc1ccc(NC(=O)CCS(=O)(=O)c2ccc3nc(C)sc3c2)c(C)c1
  -12, ., -7, -17, -17, 12, 11, 5, ., -10, -2
N#CCCN(C(=O)CSc1nc2ccccc2c(=O)[nH]1)c1ccc(F)cc1
  5, -18, -4, -3, 0, -15, 5, -10, -6, 18, -1
CCCCc1nn(-c2cc(Cl)ccc2OC)c2c1C(=O)CC(C)(C)C2
  5, -3, 21, 11, -11, 16, 24, 4, -2, -34, -3
Cn1ccc2c(-c3cccnc3)cc3c(c21)C1CCC3C1 (stereo not drawn)
  -24, ., -6, -3, 7, -3, 5, 22, ., -1, -3
Nc1ncnc2c1ncn2[C@@H]1O[C@H](C(=O)N[C@H]2c3ccccc3C[C@H]2O)[C@@H](O)[C@H]1O
  -7, ., -25, -8, 3, -18, -14, 7, ., -18, -5
O=c1[nH]c(-c2ccc(-c3cccc(Cl)c3)o2)nc2ccccc12
  -96, 1, -59, 13, -118, -34, 32, -74, -47, -40, -91
O=C(CCCNC(=O)c1ccc(Cl)cc1)Nc1ccc(Br)cc1
  6, -2, 11, -9, -2, -3, -5, -16, 3, -7, 7
COCCn1c(SCC(=O)Nc2cccc(OC)c2)nnc1-c1ccccc1
  4, -8, 15, -13, -5, 12, -6, 7, -4, -5, -3
COc1ccc(NC(=S)N2CCN(S(=O)(=O)c3ccc(F)cc3)CC2)cc1OC
  7, 0, -3, -3, -11, 11, -15, 8, -8, 0, -8
CN(CC(=O)Nc1ccccc1Cl)CC(=O)Nc1cccc2ccccc12
  8, -10, 7, -4, 2, 10, 6, 5, 0, -14, 2
CCC1C(=O)Nc2ccccc2N1C(=O)c1ccc(Cl)nc1 (stereo not drawn)
  2, -9, -10, -1, -9, 8, -1, -8, 0, 24, 2
CCOC(=O)c1cc([N+](=O)[O-])sc1NC(=O)c1ccc(S(=O)(=O)N2CC3(C)CC2CC(C)(C)C3)cc1 (stereo not drawn)
  2, 3, -7, -14, -2, -15, 41, 13, 46*, 10, 9
O=C(c1ccc(SCc2cccc(Br)c2)c([N+](=O)[O-])c1)N1CCN(c2ccccn2)CC1
  4, 6, 2, -5, 10, 12, 8, 13, -6, 0, -27
N[C@@H](Cc1ccc(O)cc1)c1nnc([C@H](CCC(=O)O)NC(=O)C2CCNCC2)o1
  -8, 8, 9, -12, -13, -5, 16, 6, 8, -5, -28
CCc1nnc(NC(=O)CSc2nnc(Cc3cccn3C)n2CCOC)s1
  -11, -2, 5, 17, -1, 13, -7, -21, -3, 1, 2
Cc1c(Cl)cnc(NC(=O)COC(=O)[C@H](C)NC(=O)c2ccccc2)c1Cl
  12, -18, 18, -16, -1, -13, -2, 6, -4, -26, 4
COc1cccc(S(=O)(=O)N2CCN(c3ccccc3F)CC2)c1
  1, 3, 6, -1, 9, 6, -1, -4, -4, 3, 15
CCOc1cc(C2NC(=O)NC2=O)ccc1O (stereo not drawn)
  6, 7, 3, -4, 2, -9, -12, 18, 0, 8, -5
CCOC(=O)c1c(NC(=O)CSC(=S)N(C)C)sc(C)c1C
  -21, -5, -1, -22, 7, 0, 5, 5, -4, -9, 5

# Value order: NR5A2 inv ag, TLR9-MyD88 block, NCOA2 inhibitor, NOD2-RIPK2 inh, SRC3 inh, NR2F2 inh, TRAIL sens C8, TROY NFkB inh, LMP1 NFkB inh, TWEAK Fn14 block, NCOA1 inh
Cc1cc(=O)oc2cc(OC(C)C(=O)Nc3ccc(C(N)=O)cc3)ccc12 (stereo not drawn)
  6, -1, -19, -16, 14, -4, 0, 0, 2, -13, -20
COc1ccccc1OCC(=O)NCCS(=O)(=O)N1CCN(c2ccccc2)CC1
  8, 3, 13, -2, 8, 3, 25, -18, 2, 5, 4
CSc1ccccc1C(=O)NCc1ccc(C)cc1
  -9, -1, -29, -7, -5, 4, -8, 8, -4, -13, 9
CCNC(=O)NC(=O)C(C)Sc1nnc(COc2ccccc2Cl)o1 (stereo not drawn)
  -17, 5, -1, 8, -6, -5, -14, -16, -10, -2, -11
c1ccc2c(CCNc3ncnc4nc[nH]c34)cccc2c1
  -13, 4, -17, -6, -20, 9, 5, 40, 1, 35, 2
CCOC(=O)c1nc(Nc2ccccc2)c2ccccc2n1
  20, -4, -9, -4, 5, 2, -12, 4, -12, -10, -2
CC(C)C(O)(C#CCN1CCCC1)c1ccccc1 (stereo not drawn)
  3, -8, 7, -5, 10, 7, 0, 14, -5, -10, -13
Cc1ccc(C(C)C)cc1OCC(=O)NC1CCCCCCC1
  -16, 4, 14, 5, 0, 7, 0, 11, 6, 18, -4
O=[N+]([O-])c1ccc(/C=N/n2c(COc3ccccc3)n[nH]c2=S)cc1
  26, 1, 7, -2, 9, -3, -1, 12, 2, 1, -9
CC(=O)C1=CCC(c2cccc(Cl)c2)N(S(=O)(=O)c2ccc(C)cc2)C1 (stereo not drawn)
  1, ., 12, 11, 19, 1, 21, 15, ., 13, 8
COc1cc(/C=N/n2c(C3CCCCC3)n[nH]c2=S)cc(OC)c1O
  -17, 6, -3, 4, -7, -11, -3, -2, -2, 10, -7
CN(CC(=O)NC1CCCCC1)S(=O)(=O)c1ccc2c(c1)c(=O)n(C)c(=O)n2C
  19, 2, 6, -8, 3, -9, 17, 0, 4, 5, 12
CCOc1ccc(OCC)c(NC(=O)C2CCCN(c3nc(C)cc(C)n3)C2)c1 (stereo not drawn)
  1, -5, ., -3, 9, ., 28, 11, -8, -16, 5

# Source: PubChem BioAssay (several laboratories)
